Compound activity from PubChem.
tim10-1 inh: tim10-1 yeast growth inhibition; 330,000 tested, 2.2% active; S. cerevisiae tim10-1 ts strain growth, BacTiter-Glo, 24 h; inhibition, % at 20 µM; AID 463190;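 active means inhibition of at least 40%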;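 further: mutant grown at 25 °C; 0% = DMSO wells with yeast and 100% = wells holding no yeast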
697 NFkB inh: inhibitors of the PMA/ionomycin-induced NF-kB reporter in 697 B cells | AID 435022 | 697 B-cell NF-kB luciferase reporter, 16 h | 330,000 tested, 0.33% active | inhibition, % at 4 µM; in the data active means inhibition above about 35%
Mdm2-MdmX inh: disrupts the human Mdm2-MdmX interaction | O15151+Q00987 | SaOS-2 split-luciferase Mdm2/MdmX complementation, luminescence | inhibition, % at 8 µM | 330,000 tested, 3% active;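 active means inhibition of at least 50% at 8 µM in the primary screen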
Target sequence (O15151 whole entry, looked up): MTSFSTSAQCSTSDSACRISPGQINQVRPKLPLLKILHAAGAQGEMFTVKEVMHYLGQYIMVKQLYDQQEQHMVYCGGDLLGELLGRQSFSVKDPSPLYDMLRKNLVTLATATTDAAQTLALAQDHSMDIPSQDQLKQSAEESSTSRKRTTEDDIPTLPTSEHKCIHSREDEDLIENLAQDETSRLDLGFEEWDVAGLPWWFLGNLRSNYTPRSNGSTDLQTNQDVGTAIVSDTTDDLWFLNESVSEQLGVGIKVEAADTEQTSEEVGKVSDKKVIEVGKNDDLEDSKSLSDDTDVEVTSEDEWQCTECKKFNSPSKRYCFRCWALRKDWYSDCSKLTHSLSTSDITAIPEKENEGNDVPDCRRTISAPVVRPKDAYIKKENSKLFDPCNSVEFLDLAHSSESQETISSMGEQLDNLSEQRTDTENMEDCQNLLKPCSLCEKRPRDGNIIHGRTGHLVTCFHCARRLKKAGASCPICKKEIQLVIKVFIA
Target sequence (Q00987 whole entry, looked up): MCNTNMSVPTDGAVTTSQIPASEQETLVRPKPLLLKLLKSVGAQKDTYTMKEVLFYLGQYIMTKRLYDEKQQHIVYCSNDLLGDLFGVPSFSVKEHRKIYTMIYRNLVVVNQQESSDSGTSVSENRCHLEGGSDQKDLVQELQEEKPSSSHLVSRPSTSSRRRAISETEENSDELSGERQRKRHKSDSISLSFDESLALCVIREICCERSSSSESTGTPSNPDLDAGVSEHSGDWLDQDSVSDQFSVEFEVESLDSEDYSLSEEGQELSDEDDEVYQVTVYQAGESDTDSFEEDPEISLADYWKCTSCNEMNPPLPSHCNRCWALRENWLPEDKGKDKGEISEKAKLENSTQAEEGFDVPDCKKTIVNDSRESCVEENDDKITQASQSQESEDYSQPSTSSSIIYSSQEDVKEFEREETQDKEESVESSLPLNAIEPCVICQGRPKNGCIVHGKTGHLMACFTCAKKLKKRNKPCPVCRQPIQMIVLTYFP
UPR CHOP act: apoptotic UPR (CHOP) activation. CHO-CHOP luciferase reporter, luminescence; percent of tunicamycin response over DMSO baseline. activation, % at 10 µM. 330,000 tested, 0.34% active. AID 449763;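 active means at 10 µM dose, activation of 40% or more, normalized to positive control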;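 further: 100% = tunicamycin at 10 µg/mL and 0% = DMSO alone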
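Evaluation: % reporter activation, DMSO baseline versus tunicamycin full activation; System: CHO-CHOP luciferase reporter cell line; Input: 500 cells/well; Incubation: 6 h compound treatment, 37 °C; Measured by: Steady-Glo luciferase luminescence; Dosing: one dose, 10 µM in 0.5% DMSO; Buffer or medium: F12 medium, 10% FBS; Benchmarks: positive tunicamycin 10 µg/mL, negative DMSO alone.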
TIM10 inh: inhibits growth of TIM10 yeast strain | S. cerevisiae TIM10 strain growth, BacTiter-Glo luminescence, 24 h | inhibition, % at 10 µM | 330,000 tested, 1.4% active | AID 463195;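 active means inhibition of 40% or more at the single tested concentration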;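 further: wild-type TIM10 isogenic control strain grown at permissive 25 °C; 0% = DMSO yeast wells and 100% = minimal medium wells without yeast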
tim23-1 inh: tim23-1 yeast growth inhibition; S. cerevisiae tim23-1 growth, BacTiter-Glo luminescence, 24 h; inhibition, % at 20 µM; 330,000 tested, 1.3% active; AID 463212;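 active means growth inhibition of the mutant yeast at or above 50%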;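 further: temperature-sensitive mutant grown at 25 °C; plate controls were DMSO-treated mutant yeast for no effect and medium wells lacking yeast for full effect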
UPR XBP1 act: activators of adaptive arm of unfolded protein response (XBP1) | 330,000 tested, 0.33% active | activation, % at 20 µM | AID 463104 | CHO-XBP1 luciferase reporter, IRE1-XBP1 UPR activation, luminescence; percent of tunicamycin response, DMSO as zero;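 active means versus positive control, 20 µM dose yields 30% or more activation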;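 further: 100% = tunicamycin at 10 µg/mL and 0% = DMSO only wells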
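Material: CHO-XBP1 cells stably carrying IRE1-XBP1-driven luciferase reporter / Amount: 1000 cells per well / Compound: 20 µM, 1% DMSO / Times: 6 h treatment, 37 °C / Detection: luciferase luminescence / Measure: % activation of reporter signal versus tunicamycin and DMSO controls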
Jurkat NFkB inh: lowers PMA/ionomycin-induced NF-kB signal in Jurkat cells; PMA/ionomycin-induced NF-kB luciferase reporter, luminescence; inhibition, % at 4 µM; 330,000 tested, 0.53% active; AID 435003; in the data active means inhibition above about 50%
* = called active by the depositor; nt = no result given.

SMILES	tim10-1 inh	697 NFkB inh	Mdm2-MdmX inh	UPR CHOP act	TIM10 inh	tim23-1 inh	UPR XBP1 act	Jurkat NFkB inh
Cn1cc(CNC(=O)/C=C/c2ccc(Cl)cc2)cn1	-19	6	17	3.1	-7	-7	-1	11
NC(=O)NC(=O)COC(=O)c1cccc(NS(=O)(=O)/C=C/c2ccccc2)c1	4	-32	6	-0.9	8	13	-1	-10
Cc1ccc(-n2nc3c(c2NC(=O)C(C)(C)C)CSC3)c(C)c1	25	-2	12	-2.3	11	11	-3	-15
O=C(NC1CCCC1)C(c1ccc(Cl)cc1)N(Cc1ccc(F)cc1)C(=O)CCl (centres undefined)	49*	13	3	113*	47*	46	8	8
COc1ccccc1-n1c(SCC(=O)NCc2ccc3c(c2)OCO3)nc2cc([N+](=O)[O-])ccc21	20	-20	17	2.5	2	15	-2	-7
Nc1cc(N)nc(SCC(=O)NCC(=O)Nc2ccc(F)c(F)c2F)n1	-18	8	16	-0.1	-3	3	-1	7
Cn1cc(/C=N\NC(=O)c2cccs2)c2ccccc21	-10	-8	-16	6.8	4	-4	10	-64
COc1ccc(NC(=O)Cn2nnc(C(=O)NCc3ccccc3)c2N)cc1Cl	-16	15	26	1.6	-46	-7	4	-3
NC(=O)NCCCC(NC(=O)c1ccc(C#CC2(O)CCCCC2)cc1)C(=O)O (centres undefined)	3	-27	61*	-0.9	6	3	-3	2
O=C(NCCc1ccccn1)c1nc(Cn2ccc([N+](=O)[O-])n2)no1	9	9	16	0.4	3	8	4	9
Cn1ncc(C(=O)N=S(C)(=O)c2ccccc2)c1[N+](=O)[O-] (centres undefined)	-12	-21	7	4.2	-11	-5	2	-9
COc1cc2c(cc1OC)-c1nncn1C(C)(C)C2	10	7	15	0.0	0	0	0	37
CCS(=O)(=O)Nc1cc(C(=O)O)ccc1C	3	9	-6	-1.5	-1	-3	-2	-4
CCN1C(=O)[C@H]2[C@@H](c3ccc(C)cc3)N3C(=O)N(c4ccc(OC)cc4)C(=O)[C@@]3(CC)[C@H]2C1=O	5	-7	-6	4.9	12	11	-1	-2
CCN(CC)c1ccc(C2C3CCCCC3(O)CCN2CC(=O)Nc2ccccc2)cc1 (centres undefined)	-17	17	-16	-1.0	-33	-30	-4	21
CCC(c1nnnn1Cc1ccc(OC)cc1)N1CCN(C(=O)c2ccco2)CC1 (centres undefined)	5	13	34	0.3	-11	2	0	16
CCOC(=O)/C(=N/Nc1ccc(C)cc1)S(=O)(=O)c1ccc(Cl)cc1	18	-63	-35	7.5	11	13	5	-25
Nc1ccn(-c2ccccc2)c(=O)c1	-18	19	22	1.0	-6	1	-4	4
O=C(OCCc1cc2ccccc2c(=O)o1)c1cccs1	-4	-6	-140	8.4	-3	29	0	-10
O=C(c1ccc2c(c1)OCO2)N1CCCN(C(=O)c2ccc3c(c2)OCO3)CC1	6	7	15	0.3	10	3	0	-8
CCOc1ccccc1-c1cc(C(=O)Nc2ccc(C(=O)O)cc2)c2ccccc2n1	26	-2	-11	-0.9	-5	1	0	-45
CCOc1ccc(C(=O)NCc2ccc3c(c2)OCO3)cc1	-12	10	12	1.8	-10	-1	-5	7
CCCCCCn1nc(C(=O)N(CC(C)C)c2c(N)n(CCCC)c(=O)[nH]c2=O)c2ccccc2c1=O	2	4	7	-0.3	14	10	-3	4
COc1cccc(-c2nnc(N(C)C(=O)c3ccno3)s2)c1	-12	-14	-14	6.0	7	0	2	-25
NC(=O)CSc1nnc(Cn2c(=O)sc3ccccc32)n1-c1ccccc1	-9	4	16	-0.8	-6	2	1	12
CC(C)CN1CCN(Cc2cn(C)c3ccccc23)CC1CCO (centres undefined)	0	3	-9	0.0	-11	3	-2	8
Cn1cc(Br)c(C(=O)NNC(=O)c2cccc(Br)c2)n1	8	16	0	0.0	8	15	-1	9
Cc1[nH]n(-c2ccccc2)c(=O)c1N=Nc1c(O)cc(S(=O)(=O)N(C)C)c2ccccc12	43*	-4	82*	-1.8	30	44	-4	-3
O=C(CSc1ccccc1C(=O)NCc1ccccc1)NC12CC3CC(CC(C3)C1)C2	40*	-8	25	0.9	35	34	-2	0
Cn1c(N)c(C(=O)COC(=O)C2(c3ccccc3F)CCCC2)c(=O)n(C)c1=O	17	-7	-5	-4.6	15	15	-1	-3
Cc1cc(C(=O)NNC(=O)c2cccc([N+](=O)[O-])c2)n[nH]1	5	9	1	0.6	6	9	0	14
O=C(CN1CCN(S(=O)(=O)c2ccc(Br)s2)CC1)N1CCCCC1	28	-21	-22	0.8	-2	27	0	-15
CCCCN(CC)C(=O)Cc1ccc(Br)cc1	2	-7	-9	2.8	13	17	0	11
CSc1ccccc1C(=O)OCC(=O)Nc1cccnc1Cl	3	5	11	2.6	-1	2	4	1
NC(N)=N/N=C/c1ccc(OCc2ccccc2)c(OCc2ccccc2)c1	-5	-6	96*	63*	5	60*	0	14
CCOC(=O)N1CCN(C(=O)CSc2nc(C)nc3c2c(=O)n(C)c(=O)n3C)CC1	8	18	2	-0.8	5	-1	-2	15
COc1ccc(N/N=C(/C#N)S(=O)(=O)c2nsc(C)c2C#N)cc1	-3	22	-2	-1.1	8	6	1	22
CCC(=O)Nc1sccc1C(=O)OC	12	11	13	0.0	4	-4	4	3
O=C1NC(c2ccc(Cl)cc2)Nc2ccccc21 (centres undefined)	2	-37	12	4.3	1	19	-2	-45
O=C(COC(=O)c1ccccn1)Nc1ccc2c(c1)OCO2	-18	4	7	1.2	-19	-5	-2	2
O=C(CSc1ncccn1)N1CCN(C(=O)CSc2ncccn2)CC1	2	-14	7	0.1	3	9	-1	0
O=C(O)c1cn(CCOc2ccccc2Cl)c2ccccc12	20	5	-25	-1.7	2	24	0	-10
COc1ccc(CNc2nc3ccccc3n2C)c(OC)c1	17	-53	-78	2.9	3	8	-1	-96
O=C(CCn1cnc(-c2ccccc2)c1-c1ccccc1)N/N=C/c1ccc(O)cc1	10	3	19	0.1	11	13	-3	21
NS(=O)(=O)c1ccc(CCNC(=O)c2ccc(C(=O)c3ccccc3)cc2)cc1	-4	-11	5	-1.3	9	7	1	-12
Cc1ccc2cccc(SCC(=O)N3CCOCC3)c2n1	-10	0	5	-0.4	-20	-1	-3	-14
CCc1cc(C(=O)N2CCN(c3ncc(C(F)(F)F)cc3Cl)CC2)sc1C	42*	8	-3	0.5	5	26	-1	-2
COc1ccc(C(=O)C[N+]2(C)CCOCC2)cc1	0	7	-6	-1.4	7	15	-1	-3
COCCN(C(=O)Cc1cccs1)C(C(=O)NCc1ccc(OC)cc1)c1ccc(C)cc1 (centres undefined)	25	-2	3	-2.0	15	29	-4	-16
CN(CC(=O)NCC1CCCCC1)CC(=O)Nc1ccccc1Br	-6	-12	7	-0.4	-12	15	-1	-4
COc1ccc2c(c1)CC/C(=C\Nc1ccc3c(c1)OCO3)C2=O	4	-30	-90	2.8	6	36	1	-63
Cc1cccc(NC(=O)c2nc[nH]c2C(=O)N2CCN(C(=O)OC(C)(C)C)CC2)c1	9	8	26	1.8	-2	13	-4	-5
Cc1ccc(-n2nc(C)c(/C=N/NC(=O)c3cccnc3)c2Cl)cc1	0	3	34	4.2	8	5	1	-13
Cc1ccccc1N1CC(C(=O)Nc2ccc(S(=O)(=O)N3CCCCC3)cc2)CC1=O (centres undefined)	8	-23	9	0.1	0	18	-2	-9
CC(=O)NCCN=Cc1sc2ccccc2c1O	8	-12	19	-0.6	17	8	0	-8
O=C(CCSCc1cccc(F)c1)NCCc1ccccc1	16	0	-19	2.8	-2	24	-3	-27
Cc1cc(C)cc(NC(=O)CSc2nc3[nH]c(=O)cc(O)c3s2)c1	-17	9	15	0.8	-2	-5	4	3
CSc1c(-c2ccccn2)c(N)nn1C(=O)C1CCC1	6	21	-8	0.3	9	11	3	-8
COc1ccc(N(C(=O)c2ccco2)S(=O)(=O)c2cc(Cl)c(Cl)cc2Cl)cc1	38	13	26	1.6	31	38	1	2
COc1cc2oc(=O)cc(-c3cccc(-c4ccc(C(F)(F)F)cc4)c3)c2c(OC)c1OC	-7	11	36	1.8	-3	21	-1	nt

Shown with two lines to a compound: part of the list above
Values in the order: tim10-1 inh | 697 NFkB inh | Mdm2-MdmX inh | UPR CHOP act | TIM10 inh | tim23-1 inh | UPR XBP1 act | Jurkat NFkB inh
> O=C(CSc1ncccn1)N1CCN(C(=O)CSc2ncccn2)CC1
  2 | -14 | 7 | 0.1 | 3 | 9 | -1 | 0
> O=C(O)c1cn(CCOc2ccccc2Cl)c2ccccc12
  20 | 5 | -25 | -1.7 | 2 | 24 | 0 | -10
> COc1ccc(CNc2nc3ccccc3n2C)c(OC)c1
  17 | -53 | -78 | 2.9 | 3 | 8 | -1 | -96
> O=C(CCn1cnc(-c2ccccc2)c1-c1ccccc1)N/N=C/c1ccc(O)cc1
  10 | 3 | 19 | 0.1 | 11 | 13 | -3 | 21
> NS(=O)(=O)c1ccc(CCNC(=O)c2ccc(C(=O)c3ccccc3)cc2)cc1
  -4 | -11 | 5 | -1.3 | 9 | 7 | 1 | -12
> Cc1ccc2cccc(SCC(=O)N3CCOCC3)c2n1
  -10 | 0 | 5 | -0.4 | -20 | -1 | -3 | -14
> CCc1cc(C(=O)N2CCN(c3ncc(C(F)(F)F)cc3Cl)CC2)sc1C
  42* | 8 | -3 | 0.5 | 5 | 26 | -1 | -2
> COc1ccc(C(=O)C[N+]2(C)CCOCC2)cc1
  0 | 7 | -6 | -1.4 | 7 | 15 | -1 | -3
> COCCN(C(=O)Cc1cccs1)C(C(=O)NCc1ccc(OC)cc1)c1ccc(C)cc1 (centres undefined)
  25 | -2 | 3 | -2.0 | 15 | 29 | -4 | -16
> CN(CC(=O)NCC1CCCCC1)CC(=O)Nc1ccccc1Br
  -6 | -12 | 7 | -0.4 | -12 | 15 | -1 | -4
> COc1ccc2c(c1)CC/C(=C\Nc1ccc3c(c1)OCO3)C2=O
  4 | -30 | -90 | 2.8 | 6 | 36 | 1 | -63
> Cc1cccc(NC(=O)c2nc[nH]c2C(=O)N2CCN(C(=O)OC(C)(C)C)CC2)c1
  9 | 8 | 26 | 1.8 | -2 | 13 | -4 | -5
> Cc1ccc(-n2nc(C)c(/C=N/NC(=O)c3cccnc3)c2Cl)cc1
  0 | 3 | 34 | 4.2 | 8 | 5 | 1 | -13
> Cc1ccccc1N1CC(C(=O)Nc2ccc(S(=O)(=O)N3CCCCC3)cc2)CC1=O (centres undefined)
  8 | -23 | 9 | 0.1 | 0 | 18 | -2 | -9
> CC(=O)NCCN=Cc1sc2ccccc2c1O
  8 | -12 | 19 | -0.6 | 17 | 8 | 0 | -8
> O=C(CCSCc1cccc(F)c1)NCCc1ccccc1
  16 | 0 | -19 | 2.8 | -2 | 24 | -3 | -27
> Cc1cc(C)cc(NC(=O)CSc2nc3[nH]c(=O)cc(O)c3s2)c1
  -17 | 9 | 15 | 0.8 | -2 | -5 | 4 | 3
